# DNMT1 inh: blocks human DNA methyltransferase DNMT1. AID 588458. inhibition (reported as % activation of signal), % at 10 µM. 360,000 compounds, 0.83% hits. DNMT1 molecular beacon, Hinp1I cleavage, fluorescence; in the data active = inhibition above about 50%
# Scp-1 inhibitor: Scp-1 (human) phosphatase inhibition; Recombinant Scp1, phosphopeptide, malachite green phosphate absorbance; inhibition, % at 20 µM; 340,000 compounds, 0.88% hits;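 active = inhibition above about 50% at 20 µM, limit read from the data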;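 note: plate controls were DMSO wells with enzyme for no effect and wells lacking enzyme for full effect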
#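 Test system: SCP-1 phosphatase catalytic domain, residues 76-261 | Compound dosing: One concentration, 20 µM, with 1.0% DMSO | Schedule: 45 min room-temperature reaction, 5 min colour, 30 min stabiliser | Detection: Absorbance at 630 nm | Read-out basis: % inhibition of SCP-1 phosphate liberation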
# NadD block: blocks S. aureus nicotinate mononucleotide adenylyltransferase; purified NadD enzyme, colorimetric absorbance read-out; inhibition, % at 20 µM; 360,000 compounds, 0.78% hits; in the data active = inhibition above about 26%; note: some compounds past the cut are filed as inactive
# Rin1 Abl inh: blocks binding of human Rin1 to Abl; P00519+Q13671; TR-FRET Rin1/Abl binding, biochemical; inhibition, % at 7.35 µM; 360,000 compounds, 0.4% hits; AID 588664; in the data active = inhibition above about 5%, passing the limit was not always enough
# Rpn11 block: blocks the human proteasome subunit Rpn11. O00487. human 26S proteasome, Ub4-pepOG fluorescence polarization; 20S core pre-blocked with epoxomicin. calls only at 20 µM. 360,000 compounds, 0.59% hits. AID 588493;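 active = inhibition at 20 µM, scaled to each plate's controls, above about 33%, limit read from the data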
# Target sequence (O00487 whole entry, looked up): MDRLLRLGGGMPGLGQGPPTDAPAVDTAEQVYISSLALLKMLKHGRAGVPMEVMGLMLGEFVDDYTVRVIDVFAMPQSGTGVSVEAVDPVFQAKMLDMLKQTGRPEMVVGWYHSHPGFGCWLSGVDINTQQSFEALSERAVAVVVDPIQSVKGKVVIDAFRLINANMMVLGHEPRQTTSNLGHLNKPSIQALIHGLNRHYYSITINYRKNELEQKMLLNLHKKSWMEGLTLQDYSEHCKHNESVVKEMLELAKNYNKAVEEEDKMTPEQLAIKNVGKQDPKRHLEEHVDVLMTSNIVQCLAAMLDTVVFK
# STEP inh: STEP (human) phosphatase inhibition | recombinant STEP, OMFP fluorogenic substrate, fluorescence | P54829 | 360,000 compounds, 0.25% hits | inhibition, % at 20 µM;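 active = inhibition at 20 µM, scaled per plate between control wells, above about 37%, limit read from the data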;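 note: 0% = DMSO with enzyme and substrate and 100% = substrate only without enzyme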
# Target sequence (P54829 whole entry, looked up): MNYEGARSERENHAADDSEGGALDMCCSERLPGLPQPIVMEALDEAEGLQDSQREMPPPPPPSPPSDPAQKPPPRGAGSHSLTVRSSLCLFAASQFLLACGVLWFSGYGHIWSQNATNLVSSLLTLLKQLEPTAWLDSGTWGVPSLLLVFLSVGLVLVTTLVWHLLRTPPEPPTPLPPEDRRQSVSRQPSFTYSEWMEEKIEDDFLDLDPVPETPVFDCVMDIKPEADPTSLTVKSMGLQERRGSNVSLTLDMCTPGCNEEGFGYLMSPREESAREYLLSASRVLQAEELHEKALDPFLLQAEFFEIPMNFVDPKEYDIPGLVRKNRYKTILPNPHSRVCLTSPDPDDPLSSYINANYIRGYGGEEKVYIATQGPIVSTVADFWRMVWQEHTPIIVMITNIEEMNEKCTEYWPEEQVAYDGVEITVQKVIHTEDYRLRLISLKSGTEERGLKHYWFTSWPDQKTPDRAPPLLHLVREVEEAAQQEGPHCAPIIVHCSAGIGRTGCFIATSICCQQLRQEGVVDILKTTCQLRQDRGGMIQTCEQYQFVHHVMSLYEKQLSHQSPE
#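 Assay system: isolated STEP enzyme / Timing: 20 min at room temperature, dark / Doses: 20 µM, 1% DMSO / Technique: fluorescence intensity, excitation 480 nm, emission 540 nm / Reagent: fluorogenic phosphatase substrate OMFP at 25 µM final / Measure: percent inhibition scaled to no-enzyme and uninhibited-enzyme controls, plate-pattern corrected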
# LMPTP block: LMPTP (human) inhibition | P24666 | inhibition, % at 20 µM | recombinant LMPTP-A, OMFP fluorogenic substrate, fluorescence intensity | 360,000 compounds, 0.22% hits;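 active = compounds that cut the enzyme signal by at least half of the control window in the single-dose screen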;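 note: plate controls were DMSO wells with enzyme plus substrate for no effect and substrate without enzyme for full effect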
#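 Assay system: LMPTP-A enzyme. Input: 0.625 nM LMPTP-A final. Probe or stimulus: 400 µM OMFP. Compound dosing: single 20 µM dose. Schedule: 50 min dark incubation at room temperature. Detection: fluorescence intensity of OMFP turnover product. Read-out: percent inhibition versus substrate-only and uninhibited controls. Benchmarks: no-enzyme low control, uninhibited high control.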
# CSN inh: CSN deneddylation inhibition. AID 651999. Purified CSN, SCF-Nedd8-OG deneddylation, fluorescence polarization. 360,000 compounds, 0.38% hits. Q92905. inhibition, % at 12.5 µM;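 active = pattern-corrected inhibition above about 35%, with an unprinted fluorescence ratio check between 0.5 and 1.5, limit read from the data, passing the limit was not always enough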;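 note: 0% = enzyme with substrate and 100% = substrate without enzyme; some results filed as inactive read as strong as hits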
#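 Test system: purified human Csn5 enzyme expressed in HEK293T cells. Amount: 0.24 nM enzyme. Reagent: SCFSkp2-Nedd8OG substrate at 10 nM final. Schedule: 90 min incubation of compound, enzyme and substrate at room temperature. Detection: fluorescence polarization. Read-out: % inhibition of substrate cleavage by Csn5.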
# SUMO1 PPI mod: alters human SUMO1 binding to SIM partners. P63165. SUMO1 binding to a labelled peptide, TR-FRET, 1 h. inhibition, % at 20 µM. 360,000 compounds, 0.33% hits; in the data active = inhibition above about 37%
# Target sequence (P63165 whole entry, looked up): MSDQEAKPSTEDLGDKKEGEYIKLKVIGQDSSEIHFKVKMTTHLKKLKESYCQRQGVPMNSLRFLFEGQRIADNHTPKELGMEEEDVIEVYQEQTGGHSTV
# Neddylation inh: blocks human cullin neddylation | AID 651699 | 360,000 compounds, 0.58% hits | P61081+Q13564 | calls only at 25 µM | TR-FRET cullin neddylation, biochemical; in the data active = inhibition above about 36%
# The depositor's hits bear a star; i = inactive; · = no result given.
SMILES,DNMT1 inh,Scp-1 inhibitor,NadD block,Rin1 Abl inh,Rpn11 block,STEP inh,LMPTP block,CSN inh,SUMO1 PPI mod,Neddylation inh
COc1ccc(S(=O)(=O)N2CCN(C(=O)COc3ccccc3)CC2)cc1,2.6,-1.3,-4.4,0.1,i,-5.3,-2.3,-3.9,-2.3,i
CC(C)(C)NC(=O)CCN(/N=C/c1ccccc1F)C1=NS(=O)(=O)c2ccccc21,-2.3,-3.0,-3.5,-0.3,i,4.6,-0.1,-0.6,12.4,i
COc1cccc(CNC(=O)CCNC(=O)Cn2ccc3ccccc3c2=O)c1,2.0,-9.5,0.3,4.4,i,0.8,-1.5,0.4,5.3,i
CC1CCN(C(=O)c2ccc3c(c2)OCCO3)CC1,5.4,-2.9,1.3,-1.3,i,1.2,-0.8,1.7,-0.4,i
Cc1cccc(NC(=O)C2CCN(S(=O)(=O)c3ccc4c(c3)NC(=O)CO4)CC2)c1C,2.2,-5.2,0.2,3.6,i,-2.8,-0.9,-4.2,3.2,i
COc1ccc(N2C(=O)C3ON(C4SC(=S)N(C)C4(C)C)C(c4ccc([N+](=O)[O-])cc4)C3C2=O)cc1 (centres undefined),-2.1,-11.3,2.3,-2.6,i,-1.1,3.0,1.9,-7.4,i
CCOc1ccc(S(=O)(=O)NNC(=O)c2cc3ccccc3o2)cc1,-1.3,-4.9,4.2,-1.8,i,0.3,0.5,-4.0,0.5,i
COc1ccc(CNc2cc(C)nc3ncnn23)c(OC)c1,-1.0,-3.9,0.8,-0.2,i,-2.2,-0.1,1.8,-1.0,i
O=C(C1=COCCO1)N(Cc1nnc(-c2ccc(Cl)cc2)o1)C1CC1,6.7,-2.8,0.2,-2.5,i,1.9,-0.1,-2.1,-0.8,i
Cc1cc2nc3c(=O)n(C4CCCCC4)c(=O)[nH]c3nc2cc1N,57.9*,-8.9,16.4,-15.0,i,-106.4,-5.4,-73.0,-10.6,i
O=C(CCC(=O)Nc1ccccc1)N/N=C/c1ccccc1F,-1.5,10.4,2.8,-0.8,i,2.8,-1.1,3.2,-1.6,i
Cc1ccc(-c2cn(S(=O)(=O)c3cccc4nsnc34)nc2N)cc1,-5.9,-19.2,-2.0,-5.3,i,2.7,2.9,-4.9,-24.5,i
Clc1ccc(-c2nnc(-c3ccccc3)c(-c3ccccc3)n2)cc1,-1.7,-16.7,4.0,7.2,i,3.1,2.9,-0.2,-1.5,i
COc1ccc(CNC(=O)Cn2cnc3c(SC)nc(N)nc32)cc1,1.2,-4.8,-4.2,0.1,i,-2.7,-0.2,0.9,0.5,i
CCc1ccc(-c2csc3ncn(Cc4ccc(C(=O)O)cc4)c(=O)c23)cc1,-1.5,-6.4,5.4,3.4,i,3.4,1.2,-5.6,4.2,i
CCOc1ccc(NC(=O)CC2C(=O)N(CC)C(=S)N2CCNC(C)=O)cc1 (centres undefined),2.1,-4.4,-6.3,-3.9,i,3.3,-1.0,-6.0,-3.3,i
CC(C)C(=O)N1CCC(CN=CC2=C(O)CC(C)(C)CC2=O)CC1,0.2,5.6,1.7,-0.1,i,2.4,-0.8,-5.0,-0.8,i
CC(C)CNC(=O)[C@H](Cc1ccccc1)NC(=O)c1ccco1,4.0,-7.4,11.3,-2.0,i,-2.6,0.1,4.8,-3.8,i
Cc1c(Cl)cccc1NC(=O)CNCc1ccccc1F,-0.2,4.2,1.1,3.0,i,1.3,-0.6,-2.6,1.4,i
CCCN(CCC)c1ccc(/C=N/NC(=O)CN2CCOCC2)cc1,-3.2,-1.9,7.3,1.9,i,0.3,0.0,-1.5,-6.7,·
Cc1cc2ncn(S(=O)(=O)N(C)C)c2cc1C,-3.3,-6.8,8.8,-2.3,i,2.9,-0.8,1.3,-1.0,i
COc1cc(NS(=O)(=O)c2ccc3c(c2)C(C)(C)C(=O)N3C)cc(OC)c1,13.2,37.3,3.1,0.0,i,3.6,5.1,-3.1,6.1,i
O=S(=O)(NC(=NCc1ccccc1)c1ccccc1)c1ccccc1,-1.0,-3.8,-0.7,0.7,i,-0.4,-0.2,1.8,4.5,i
CC1=C(C(=O)Nc2ccccc2)C(c2cc(CN3CCOCC3)cs2)C2=C(CCCC2=O)N1 (centres undefined),1.1,5.8,0.3,-3.7,i,-1.7,-0.1,-2.5,-0.3,i
Cc1ccc(-c2nc3ccccc3[nH]2)cn1,1.4,-5.0,-6.2,0.1,i,-2.2,-0.7,7.1,3.3,i
CC(=O)c1ccc(NC(=O)N2CCN(c3ccc(C)cc3)C(C)C2)cc1 (centres undefined),-0.5,-7.0,2.7,3.7,i,2.1,3.8,-1.3,0.9,i
O=C(/C=C1\SC(=O)NC1=O)Nc1ccc(C(=O)O)cc1,0.5,-4.1,-5.9,-3.3,i,-0.9,-5.8,2.5,-16.3,i
COc1ccccc1S(=O)(=O)N(C)C[C@H]1OCc2cnnn2CCCC(=O)N([C@H](C)CO)C[C@H]1C,0.5,·,-3.2,-3.5,i,-2.4,-2.0,3.2,1.0,i
Cc1c(Cc2ccccc2)c(=O)oc2cc(O)cc(O)c12,-7.5,0.4,-4.7,1.6,i,-0.9,4.8,-3.9,5.5,i
COc1cc(CCC(=O)OCC(=O)Nc2c(F)cccc2F)cc(OC)c1OC,-0.4,-3.8,-4.3,1.9,i,-1.0,-0.5,-1.1,-9.1,i
COc1ccccc1N(CCC#N)C(=S)Nc1ccc(S(=O)(=O)N2CCOCC2)cc1,1.9,-15.3,0.6,4.0,i,0.4,-0.7,4.5,-9.9,i
CCOc1ccc(CNC(=O)CS(=O)(=O)Cc2nc(-c3ccc(OC)cc3)oc2C)cc1,-1.1,-19.5,-0.8,-0.2,i,1.9,0.8,7.9,-9.3,i
O=C(OC1CO[C@H]2O[C@@H]1[C@H](OC(=O)c1ccccc1)[C@H]2OC(=O)c1ccccc1)c1ccccc1 (some centres undefined),4.3,-16.7,5.7,0.4,i,0.6,2.4,0.8,-0.6,i
Cn1c(CN2CCOCC2)nc2cc(NC(=O)c3ccc(F)cc3)ccc21,-7.1,-5.2,-4.9,-3.0,i,-1.2,-0.9,-0.7,-0.5,i
NC(=O)C1CCN(c2nc(-c3cccnc3)cs2)CC1,1.7,-8.5,-3.9,0.8,i,-1.3,9.4,-2.9,4.8,i
Cc1cc(-c2ccco2)n(CC(=O)O)n1,5.2,-2.6,-3.6,-4.4,i,-2.7,-1.8,-6.5,-1.6,i
Cc1ccc(C(=O)Nc2ccc(O)cc2C(=O)O)cc1C,1.7,5.2,-2.4,26.7*,i,-4.6,1.0,4.5,8.7,i
CCCNC(=O)C1(C)CCCN(C(=O)c2ccc(OC)cc2OC)C1 (centres undefined),-0.6,·,-0.7,-6.0,i,1.5,-0.9,-0.7,-1.4,i
Cc1cc(CN(C)C(=O)c2ccc(OC3CCN(S(=O)(=O)N(C)C)CC3)cc2)n[nH]1,-1.8,-4.7,-5.8,6.7,i,1.1,-0.7,2.5,-0.3,i
O=C(Nc1ccc(Oc2ccsc2C(=O)O)cc1)c1ccccc1F,3.0,-11.0,-6.1,-1.2,i,-0.1,4.0,0.4,0.0,i

# Rin1 Abl inh, hit marks shown above
SMILES,DNMT1 inh,Scp-1 inhibitor,NadD block,Rin1 Abl inh,Rpn11 block,STEP inh,LMPTP block,CSN inh,SUMO1 PPI mod,Neddylation inh
Cc1ccc(C(=O)Nc2ccc(O)cc2C(=O)O)cc1C,1.7,5.2,-2.4,26.7*,i,-4.6,1.0,4.5,8.7,i

# The listing continues.
SMILES,DNMT1 inh,Scp-1 inhibitor,NadD block,Rin1 Abl inh,Rpn11 block,STEP inh,LMPTP block,CSN inh,SUMO1 PPI mod,Neddylation inh
COc1ccc([N+](=O)[O-])cc1NC(=O)C1CCCCC1C(=O)O (centres undefined),1.5,-4.9,0.0,-2.3,i,-4.8,-0.6,2.5,-13.0,i
Cc1ccc(NC(=O)CSc2nc3ncc(Cl)cc3[nH]2)c(C)c1,0.7,-1.4,-4.9,-1.1,i,-1.7,-0.1,-1.7,6.7,i
Cn1c(=O)[nH]c(=O)c2c1nc(N1CCCCCC1)n2Cc1cccc2ccccc12,-4.1,-0.1,6.8,1.1,i,4.2,1.4,-0.4,11.9,i
NC(=O)CSc1nnc(-c2cccnc2)n1Cc1ccccc1,-2.4,1.7,-2.9,-4.3,i,1.2,-0.2,1.2,-1.1,i
CN(CC(=O)Nc1ccc(F)c(F)c1F)C(=O)C1COc2ccccc2O1 (centres undefined),4.2,12.3,-0.8,1.3,i,3.4,3.0,-0.7,0.1,i
O=C(Cn1cc(C(F)(F)F)cc(Cl)c1=O)NCCc1ccc(Cl)cc1Cl,11.1,-5.8,1.1,-4.7,i,-0.9,-0.5,0.6,-1.3,i
CCn1nc(NC(=O)c2ccncc2)c2cc3cccc(C)c3nc21,-1.8,-9.8,0.7,2.0,i,0.7,2.4,-0.9,-8.2,i
CC(=O)O[C@@H]1[C@H]2[C@@H](C[C@@H](C)[C@@H]3C=CC(=O)[C@@]13C)OC(=O)[C@@H]2C,7.8,-3.5,-1.0,-0.5,i,-0.5,-0.2,-3.1,2.0,i
Cc1cc(/C=C(/C#N)c2cccc(F)c2)c(C)n1-c1cccnc1,-7.3,0.5,-4.5,-1.7,i,2.5,1.1,2.0,-7.9,i
CCOc1ccc(NC(=S)NC23CC4CC(CC(C4)C2)C3)cc1,-0.4,-2.0,-0.6,0.9,i,2.3,1.5,-2.0,7.3,i
O=C(CC1SC(N2CCCCC2)=NC1=O)Nc1cccc(C(=O)Nc2ncccc2O)c1 (centres undefined),-5.1,-9.0,-2.1,-2.0,i,-1.0,-0.7,6.1,-7.4,i
CCS(=O)(=O)N1CCC(C(=O)Oc2ccc(C)c(C)c2)CC1,-1.4,-6.5,6.6,0.2,i,-0.6,-0.7,0.8,-0.7,i
CCOc1ccc(CNC(=O)CCC(=O)n2ncc3ccc(Cl)cc32)cc1,0.2,-1.2,-7.1,-3.8,i,13.2,-1.1,2.4,4.2,i
COc1cc2c(cc1NC(=O)COC(=O)/C=C/c1ccccc1)oc1ccccc12,32.0,-7.4,0.5,-3.4,i,1.4,1.5,-2.8,1.2,i
Cc1cc(NC(=O)CSc2nc3c(c(=O)n2-c2ccccc2)SC(C)C3)no1 (centres undefined),3.6,-4.8,4.5,-4.1,i,4.4,0.8,-4.5,-7.9,i
Cc1ccc(S(=O)(=O)N2CCCN(S(=O)(=O)c3ccc4ccccc4c3)CC2)cc1,-0.4,-12.8,-4.1,-0.7,i,1.5,4.2,3.0,13.3,i

# Rows were taken by chance; any-hit rate near 3.8%.
